Assay outcomes: PubChem BioAssay, National Center for Advancing Translational Sciences (NCATS)
G9a block = inhibitors of human histone lysine methyltransferase G9a. Q96KQ7. G9a H3K9 monomethylation, AlphaScreen, 2 h. Potency, µM (top dose mostly 102 µM), without a hit: at the highest dose activity, negative = inhibition, actives largely listed as inhibitors. 350,000 tested, 8.8% active; note: potency is the fitted concentration of half-maximal effect; % is set by controls: 0 for no effect and ±100 for the full control effect; nearly all actives have a fitted effect of over 75% in size
Target sequence (Q96KQ7 913-1193 limits assumed): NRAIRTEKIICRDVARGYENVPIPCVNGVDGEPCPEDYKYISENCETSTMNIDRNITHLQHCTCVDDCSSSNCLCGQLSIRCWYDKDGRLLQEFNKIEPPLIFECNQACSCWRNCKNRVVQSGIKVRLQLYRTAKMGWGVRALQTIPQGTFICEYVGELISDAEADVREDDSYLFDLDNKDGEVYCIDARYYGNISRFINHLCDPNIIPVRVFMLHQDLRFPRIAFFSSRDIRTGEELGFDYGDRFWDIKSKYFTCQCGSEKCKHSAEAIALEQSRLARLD
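AlphaScreen read-out: biotin-H3K9 peptide (500 nM) methylation by 20 nM enzyme with 20 uM SAM, 2 h at room temperature after 15 min compound preincubation; anti-monomethyl H3K9 antibody plus donor/acceptor beads, 10 min dark.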
Pol eta inh = blocks human DNA polymerase eta activity. Q9Y253. 390,000 tested, 1.2% active. Potency, µM (titrated, usually from 114 µM), inactives show at the top dose activity change, negative = inhibition, most hits filed as inhibitors. AID 588591. recombinant Pol eta, fluorescent DNA replication assay; note: potency is the fitted concentration of half-maximal effect; % is set by controls: 0 for no effect and ±100 for the full control effect
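Fluorescent replication assay: 50 nM final substrate added after a 15 min room-temperature compound preincubation with 10 nM enzyme. Signal taken at 0 min and again at 10 min.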
Pin1 inh = blocks the human prolyl isomerase Pin1 | Pin1 FP peptide displacement, HiFluor488, 10 min | Q13526 | Potency, µM (highest dose often 115 µM), without a hit: at the highest dose activity, negative = inhibition, actives largely listed as inhibitors | 390,000 tested, 0.009% active; active = well fitted inhibition curve with a large enough effect in the polarisation, with a control signal flat, not every such curve was filed as active; inconclusive = small, poorly fitted or top-dose-only effect, or effect the other way, or a change in a side signal; inactive = no such curve, though single readings can be large or run the other way; the % refers to the polarisation; note: potency is the fitted concentration of half-maximal effect; % is set by controls: 0 for no effect and ±100 for the full control effect
Target sequence (Q13526 whole entry, looked up): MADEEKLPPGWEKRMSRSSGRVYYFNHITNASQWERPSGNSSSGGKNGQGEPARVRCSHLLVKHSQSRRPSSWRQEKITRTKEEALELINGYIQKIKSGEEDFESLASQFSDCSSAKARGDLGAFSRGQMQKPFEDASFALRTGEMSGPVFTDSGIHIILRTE
GLS inhibitor = blocks human kidney-isoform glutaminase activity | GLS enzymatic activity, qHTS titration | Potency, µM (titrated, usually from 45.5 µM), for the others: top-dose activity change, negative = inhibition, most hits filed as inhibitors | 410,000 tested, 0.21% active; note: potency is the fitted concentration of half-maximal effect; % is set by controls: 0 for no effect and ±100 for the full control effect
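Enzyme dispensed in phosphate buffer (45 mM, pH 8.2, 0.02% Tween-20), compounds pinned in, then 1 mM L-glutamine solution and the glutamate oxidase–HRP–Amplex Red mix added; fluorescence read immediately and again after 30 min at room temperature.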
BAZ2B block = inhibitors of human BAZ2B bromodomain; AlphaScreen BAZ2B-H3K14Ac peptide displacement; Q9UIF8; AID 504333; 360,000 tested, 4.4% active; Potency, µM (series often up to 114 µM), without a hit: at the top dose activity change, negative = inhibition, hits mostly inhibitors; note: potency is the fitted concentration of half-maximal effect; % is set by controls: 0 for no effect and ±100 for the full control effect; nearly all actives have a fitted effect of over 60% in size
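BAZ2B 50 nM plus b-H3(5-23)K14Ac 50 nM, PBS pH 7.4/0.01% Tween-20, 30 min RT; compound added (max 110 uM), 30 min RT; streptavidin donor/Ni-chelate acceptor beads 10 ug/mL final, 20 min dark; AlphaScreen read.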
Tb PGK inh = inhibitors of T. brucei phosphoglycerate kinase | P07378 | PGK/GAPDH coupled, Kinase-Glo luminescence, 60 min | Potency, µM (doses to about 57.5 µM), inactives show at the top dose activity change, negative = inhibition, most hits filed as inhibitors | 380,000 tested, 0.043% active | AID 602233; note: potency is the fitted concentration of half-maximal effect; % is set by controls: 0 for no effect and ±100 for the full control effect; nearly all actives have a fitted effect of over 60% in size
Target sequence (P07378 whole entry, looked up): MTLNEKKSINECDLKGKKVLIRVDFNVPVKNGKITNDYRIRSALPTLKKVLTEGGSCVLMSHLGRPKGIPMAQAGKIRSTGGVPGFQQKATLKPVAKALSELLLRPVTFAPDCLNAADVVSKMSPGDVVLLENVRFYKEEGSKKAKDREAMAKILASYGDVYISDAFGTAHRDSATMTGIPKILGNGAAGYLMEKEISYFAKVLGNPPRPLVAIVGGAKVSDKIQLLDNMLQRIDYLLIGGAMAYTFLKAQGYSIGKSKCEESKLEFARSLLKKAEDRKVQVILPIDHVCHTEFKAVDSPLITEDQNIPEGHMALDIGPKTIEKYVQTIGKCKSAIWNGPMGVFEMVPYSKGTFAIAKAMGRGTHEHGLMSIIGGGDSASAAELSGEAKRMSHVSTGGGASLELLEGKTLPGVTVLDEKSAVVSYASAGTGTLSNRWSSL
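Recombinant glycosomal PGK reaction used 1,3-bisphosphoglycerate generated in-well by GAPDH (100nM final) in 100mM TEA pH 7.6, 5mM MgCl2, 0.01% Tween-20. After 60 minutes at room temperature, ATP was read by Kinase-Glo Plus luminescence end-point.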
JMJD2A Tudor = blocks the human JMJD2A Tudor domain; 390,000 tested, 4.4% active; AID 504339; AlphaScreen JMJD2A-Tudor / H3K4me3 peptide binding; O75164; Potency, µM (doses to about 114 µM), for inactives: at the highest dose activity change, negative = inhibition, hits mostly inhibitors; note: potency is the fitted concentration of half-maximal effect; % is set by controls: 0 for no effect and ±100 for the full control effect; nearly all actives have a fitted effect of over 50% in size
PI4K2A block = PI4K2A (human) kinase inhibition; Q9BTU6; purified PI4K2A, ADP-Glo luminescence, 1 h; stronger effect = lower value; activity change, negative = inhibition, % at 76.9 µM; 420,000 tested, 0.13% active; AID 1346378; in the data active = activity change below about -50%; inconclusive = mostly about -30% to -49%;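 note: -100% = wells without enzyme as full effect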
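Compounds are screened against recombinant PI4K2A using PI as substrate and ATP, the latter dispensed at 300 microM. Reactions run one hour at ambient temperature before ADP-Glo detection; full inhibition defined by wells lacking enzyme.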
HP1b binding inh = inhibitors of HP1-beta chromodomain binding to methylated histone tails; AlphaScreen HP1-beta / biotin-H3K9me3 peptide binding; Potency, µM (series often up to 114 µM), without a hit: at the top dose activity change, negative = inhibition, hits mostly inhibitors; 390,000 tested, 0.56% active; AID 540317; note: potency is the fitted concentration of half-maximal effect; nearly all actives have a fitted effect of over 70% in size; inactives centre near 23
Target sequence (P83916 whole entry, looked up): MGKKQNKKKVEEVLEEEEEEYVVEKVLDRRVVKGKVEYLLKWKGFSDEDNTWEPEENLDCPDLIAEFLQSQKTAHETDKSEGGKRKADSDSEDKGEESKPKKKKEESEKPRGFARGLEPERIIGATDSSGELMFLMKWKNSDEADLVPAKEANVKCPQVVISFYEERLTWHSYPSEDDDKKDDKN
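HP1-beta protein (50 nM final) preincubated 30 min at room temperature with biotinylated H3(1-18)K9me3 peptide (50 nM) in PBS pH 7.4, 0.01% Tween-20, then compound added for 30 min. AlphaScreen streptavidin donor/nickel chelate acceptor beads (10 ug/mL final), 30 min dark, luminescence read.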
Active calls of the source: *; i = inactive; u = inconclusive; x = no result given; [ ] = dose if it differs, or a comment. Unless noted, calls come from the whole dose curve; as a rule, active = well fitted curve in the direction sought with a large enough effect; inconclusive = small, poorly fitted or top-dose-only effect, or another doubt; inactive = no such curve, though single readings can be large; an effect the other way counts as inactive or inconclusive. A portion of the library. The share of hits here may be higher or lower than overall.

G9a block	Pol eta inh	Pin1 inh	GLS inhibitor	BAZ2B block	Tb PGK inh	JMJD2A Tudor	PI4K2A block	HP1b binding inh	SMILES
-1%[59 µM]	0%	0%	-3%	-26%	-4%	u	-6	19%	CN(C[C@H](CC1CCCCC1)N(C[C@H](Cc1ccccc1)N(CCc1ccccc1)N=O)N=O)N=O
18%	-18%	-6%	-2%	-3%	-3%	u	1	15%	CCOC(=O)CCNC(=O)N1CCCC(CNS(=O)(=O)Cc2ccccc2)C1 (stereo not given)
4%[59 µM]	x	-3%	5%	4%	x	-1%	1	29%	COc1ccc(-c2[nH]ncc2C(=O)NCc2cccc(F)c2)cc1
5%[59 µM]	-12%	4%	9%	-1%	-2%	-13%	1	15%	CC(C)OC(=O)/C(=C/c1ccc(Br)cc1)NC(=O)c1ccco1
x	1%	u	1%	x	1%	u	-1	16%[57 µM]	Cc1ccc2nc3c(cc(S(=O)(=O)c4ccccc4)c(=N)n3C3CCCC3)c(=O)n2c1
u	-6%	-9%	3%	11%	1%	-5%	2	33%	CCOC(=O)N1CCC(NC(=O)c2ccc(CS(=O)(=O)c3ccccc3C)o2)CC1
u	-20%	-2%	17%	-3%	3%	-18%	3	-3%	Cc1ccc(S(=O)(=O)N2CCN(C(=O)N(c3ccccc3)c3ccccc3)CC2)cc1
-13%	-13%	2%	7%	3%	-8%	-4%	4	13%	COc1ccccc1CNC(=O)COC(=O)CSc1ccc(F)cc1
45µM*	-20%	-5%	4%	-39%	4%	-29%	-4	1%	CCc1cccc(NC(=O)CS(=O)Cc2nc(-c3ccc(C)cc3)oc2C)c1 (stereo not given)
2%[12.7 µM]	-20%	-1%	8%	25µM*	12%	79µM*	0	14%	CC(=O)NC(c1cccs1)c1cc(F)c2cccnc2c1O (stereo not given)

The list continues:
G9a block	Pol eta inh	Pin1 inh	GLS inhibitor	BAZ2B block	Tb PGK inh	JMJD2A Tudor	PI4K2A block	HP1b binding inh	SMILES
8%	-1%	2%	4%	2%	-19%	-25%	8	16%	CCn1c(=O)n(CC)c2cc(S(=O)(=O)Nc3c(C)cccc3C)ccc21
u	-1%	1%	5%	-3%	-9%	-8%	-1	24%	COC(=O)c1ccc(NC2c3ncccc3C(=O)N2Cc2cccs2)cc1 (stereo not given)
35µM*	-5%	3%	4%	9%	4%	-2%	0	18%	COC(=O)C1CCN(S(=O)(=O)CCNC(=O)c2cccc(OC)c2)CC1
32µM*	-9%	-12%	3%	11µM*	i	10µM*	7	u	O=[N+]([O-])c1ccc(Cl)c(/C=N/N2CCN(c3ccccc3)CC2)c1
x	5%	0%	u	-13%	-9%	u	-1	23%	CC(C)C(=O)c1ccc(O)c(O)c1
x	-10%	5%	8%	-9%	2%	0%	8	13%	O=C(Cn1cc(C(=O)C(F)(F)F)c2ccccc21)N1CCOCC1
7.9µM*	-22%	-2%	2%	7.9µM*	4%	7.9µM*	-4	u	CC(=O)c1ccc(N=Nc2ccc(C)cc2)cc1
5%[59 µM]	-7%	3%	1%	-36%	-5%	-19%	-1	22%	CC1(C)CCC(=O)C=C1Nc1ccc(F)c(Cl)c1
u	-15%	-9%	0%	x	u	-33%	-77*	28%	O=C(Oc1ccc(-c2cnc3ccccc3n2)cc1)c1ccco1
22%	4%	-7%	0%	18%[57.1 µM]	-10%	5%	-1	43%[activator]	O=C(CSc1cn(CC(=O)N2CCOCC2)c2ccccc12)N1CCOCC1

Compound profiles (already shown). Values in the order: G9a block, Pol eta inh, Pin1 inh, GLS inhibitor, BAZ2B block, Tb PGK inh, JMJD2A Tudor, PI4K2A block, HP1b binding inh
`O=[N+]([O-])c1ccc(Cl)c(/C=N/N2CCN(c3ccccc3)CC2)c1` is entered as 32µM*, -9%, -12%, 3%, 11µM*, i, 10µM*, 7, u
`CC1(C)CCC(=O)C=C1Nc1ccc(F)c(Cl)c1` is entered as 5%[59 µM], -7%, 3%, 1%, -36%, -5%, -19%, -1, 22%
`O=C(CSc1cn(CC(=O)N2CCOCC2)c2ccccc12)N1CCOCC1` is entered as 22%, 4%, -7%, 0%, 18%[57.1 µM], -10%, 5%, -1, 43%[activator]
`CCn1c(=O)n(CC)c2cc(S(=O)(=O)Nc3c(C)cccc3C)ccc21` is entered as 8%, -1%, 2%, 4%, 2%, -19%, -25%, 8, 16%

The listing continues.
G9a block	Pol eta inh	Pin1 inh	GLS inhibitor	BAZ2B block	Tb PGK inh	JMJD2A Tudor	PI4K2A block	HP1b binding inh	SMILES
-49%	-16%	0%	20%	-31%	-5%	-19%	-2	56%[activator]	Cc1cc(C)nc(N/N=C/c2cc(C)n(CC(F)(F)F)c2C)n1
26%	-4%	2%	1%	-2%	-3%	-11%	-6	-6%	O=c1[nH]c(C2CCCN(S(=O)(=O)c3ccc(F)cc3)C2)nc2c1nnn2Cc1ccc(F)cc1 (stereo not given)
-1%	-19%	-11%	1%	-16%	i	-13%	1	-3%	CN1CCN(S(=O)(=O)c2ccc(Oc3ccc(F)cc3Br)nc2)CC1
0%[12.7 µM]	-8%	8%	20%	2%	-3%	-5%	-7	14%	Cc1c(NC(=O)c2cnn3c2NC(c2ccco2)CC3C(F)(F)F)c(=O)n(-c2ccccc2)n1C (stereo not given)
1%[59 µM]	-1%	8%	-2%	4%	-9%	-3%	-1	14%	O=[n+]1c2c(n([O-])c3c1CCCC3)CCCC2
9%	0%	-4%	6%	-6%	-4%	-10%	0	24%	CCOC(=O)c1cnc2cc(-c3ccc(Cl)cc3)nn2c1N
x	-24%	u	-2%	u	-11%	22µM*	2	u	Cc1cc(N2CCCC2)ccc1/C=C1\NC(=S)N(C)C1=O
u	-17%	0%	-6%	u	-6%	-28%	0	4%	N=c1c2c(-c3ccccc3)c(-c3ccccc3)n(Cc3ccco3)c2ncn1CCCN1CCOCC1
-8%	-10%	-8%	-12%	-3%	-7%	10%	4	21%	O=C(COC(=O)CN1C(=O)NC2(CCCC2)C1=O)Nc1ccccc1C(F)(F)F
-8%[59 µM]	-18%	3%	-5%	-9%	-7%	2%	4	8%	Cc1ccc(CCNC(=O)c2ccc(CS(=O)(=O)c3ccc(Br)cc3)o2)cc1

The results go on:
G9a block	Pol eta inh	Pin1 inh	GLS inhibitor	BAZ2B block	Tb PGK inh	JMJD2A Tudor	PI4K2A block	HP1b binding inh	SMILES
x	-24%	12%	32%[activator]	x	-7%	56µM*	-11	u	Oc1ccc(-c2csc(Nc3ccc4c(c3)OCO4)n2)c(O)c1
25%[0.501 µM]	-4%	10%	8%	-6%	x	-12%	-1	30%	NNC(=O)COc1ccc(-c2nccc(-c3ccc(F)cc3)n2)cc1
16%[59 µM]	-11%	0%	5%	-3%	-6%	-9%	-10	32%	O=C1CCC(=O)N1CNc1ccccn1
79µM*	1%	1%	-4%	-32%	-8%	-9%	4	21%	O=C(COC(=O)C1CC(=O)N(c2ccc3c(c2)OCCO3)C1)NC1CCCc2ccccc21 (stereo not given)
-2%	-9%	-1%	1%	-8%	5%	10%[11.4 µM]	-18	-7%	CC(Oc1ccc(Cl)cc1Cl)C(=O)NCCCn1ccnc1 (stereo not given)
6%[59 µM]	-8%	1%	9%	-3%	5%	-25%	-6	-5%	CCOC(=O)c1c(CN2CCOCC2)n(-c2ccccc2)c2ccc(O)cc12
62%[activator]	-7%	-3%	-8%	-7%	-13%	-10%	-3	7%	COc1ccccc1NC(=O)CCCCCN1C(=O)c2cccc3cccc(c23)C1=O
x	-20%	-1%	-3%	x	9%	-6%	-1	36%	Cc1cn(CC(=O)NCCN2CCOCC2)c(=O)[nH]c1=O
x	-2%	3%	-9%	0%	6%	-9%	-16	19%	Cc1ccc2nsnc2c1N
-3%[59 µM]	4%	-3%	4%	-4%	4%	-9%	-9	14%	COc1ccccc1OCc1cc(C(=O)NCc2ccc(N3CCCC3=O)cc2)no1

Reprinted at random: three entries already listed.
G9a block	Pol eta inh	Pin1 inh	GLS inhibitor	BAZ2B block	Tb PGK inh	JMJD2A Tudor	PI4K2A block	HP1b binding inh	SMILES
62%[activator]	-7%	-3%	-8%	-7%	-13%	-10%	-3	7%	COc1ccccc1NC(=O)CCCCCN1C(=O)c2cccc3cccc(c23)C1=O
x	-24%	12%	32%[activator]	x	-7%	56µM*	-11	u	Oc1ccc(-c2csc(Nc3ccc4c(c3)OCO4)n2)c(O)c1
25%[0.501 µM]	-4%	10%	8%	-6%	x	-12%	-1	30%	NNC(=O)COc1ccc(-c2nccc(-c3ccc(F)cc3)n2)cc1

New compounds follow
G9a block	Pol eta inh	Pin1 inh	GLS inhibitor	BAZ2B block	Tb PGK inh	JMJD2A Tudor	PI4K2A block	HP1b binding inh	SMILES
-18%	2%	7%	4%	11%	6%	-7%	4	11%	O=C(NCCCN1CCCC1=O)c1ccc(NS(=O)(=O)c2cccc([N+](=O)[O-])c2)cc1
-3%	-13%	1%	9%	-1%	10%	-20%	5	24%	COc1ccc(NC(=O)c2ccccc2-c2ccc(C(F)(F)F)cc2)cc1S(=O)(=O)N1CCOCC1
10µM*	u	10%	-11%	-27%	i	-25%	-3	22%	CC(=O)Nc1cc(NC(C)=O)cc(C(=O)OCC(=O)c2ccc3c(c2)OCO3)c1
18%[59 µM]	-6%	-1%	-8%	-1%	7%	-12%	2	22%	CCCCCCCC(=O)Nc1ccc(C(=O)N/N=C/c2cccc([N+](=O)[O-])c2)cc1

Printed as active in PI4K2A block (from the list above):
G9a block	Pol eta inh	Pin1 inh	GLS inhibitor	BAZ2B block	Tb PGK inh	JMJD2A Tudor	PI4K2A block	HP1b binding inh	SMILES
u	-15%	-9%	0%	x	u	-33%	-77*	28%	O=C(Oc1ccc(-c2cnc3ccccc3n2)cc1)c1ccco1
